PP1 inh: blocks human PP1-alpha phosphatase, a PP5 counter-screen | P62136 | purified PP1alpha, OMFP fluorescence | inhibition, % at 6.7 µM | 0.9% of 320,000 active | AID 2235;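 active = inhibition above the mean inhibition of all tested compounds plus 3 SD, computed separately for each screening campaign, cut at about 15% in these data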
TPT1 inhibitor: C. albicans TPT1 enzyme inhibition. recombinant caTPT1, FP RNA substrate dephosphorylation. inhibition, % at 5 µM. 0.81% of 300,000 active. AID 1962;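 active = inhibition above the mean of all tested compounds plus 3 SD, set per screening campaign, cut at about 24% in these data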;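 note: plate controls were DMSO alone for no effect and ferristatin control at 100 nM for full effect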
EBNA-1 inh: blocks EBNA-1 binding to DNA; EBNA-1 DNA binding, fluorescence polarization; inhibition, % at 14.8 µM; 0.34% of 300,000 active; in the data active = inhibition above about 28%
PP5 inh: blocks human protein phosphatase 5 activity. P53041. 0.18% of 320,000 active. purified PP5c, OMFP substrate fluorescence. inhibition, % at 6.7 µM;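 active = inhibition above the campaign's mean inhibition across all tested compounds plus 3 SD, cut at about 9.5% in these data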;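 note: 0% = DMSO only and 100% = 100 µM cantharidin control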
Target sequence (P53041 whole entry, looked up): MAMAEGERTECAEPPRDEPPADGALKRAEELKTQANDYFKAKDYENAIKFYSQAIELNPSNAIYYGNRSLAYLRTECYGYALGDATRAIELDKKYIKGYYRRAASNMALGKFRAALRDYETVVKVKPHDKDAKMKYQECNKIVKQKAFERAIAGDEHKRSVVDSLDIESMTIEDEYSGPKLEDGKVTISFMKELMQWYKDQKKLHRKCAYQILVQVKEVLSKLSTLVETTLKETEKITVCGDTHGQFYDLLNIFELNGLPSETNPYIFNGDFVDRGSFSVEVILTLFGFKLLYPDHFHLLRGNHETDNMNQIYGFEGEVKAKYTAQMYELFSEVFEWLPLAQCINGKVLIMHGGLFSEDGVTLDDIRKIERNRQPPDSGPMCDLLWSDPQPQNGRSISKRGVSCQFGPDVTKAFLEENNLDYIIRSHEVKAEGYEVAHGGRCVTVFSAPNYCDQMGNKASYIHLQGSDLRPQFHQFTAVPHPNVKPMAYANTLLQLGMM
Fh CTSL1 inh: cathepsin L1 inhibition, PFM18AAP counter-screen | AID 1906 | recombinant F. hepatica cathepsin L1, Z-Leu-Arg-MCA fluorescence | 0.49% of 300,000 active | inhibition, % at 5.96 µM;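 active = inhibition above the mean of all tested compounds plus 3 SD, set per screening campaign, cut at about 17% in these data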;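 note: 0% = plate median of test compound wells and 100% = 1 µM Z-Phe-Ala-diazomethylketone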
HCV core dimer: blocks dimerization of HCV core protein | TR-FRET GST/Flag-core106 dimerization, 1536-well | inhibition, % at 5 µM | 0.33% of 300,000 active | AID 1899;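 active = inhibition above the mean of all tested compounds plus 3 SD, set per screening campaign, cut at about 45% in these data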
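test system = GST/Flag-tagged HCV core106 proteins | probe or stimulus = Eu donor and XL665 acceptor anti-tag antibodies | times = compound-protein-antibody incubation 4 h at 22.5 °C | signal = TR-FRET, excitation 340 nm, emission 617 and 671 nm | measure = percent inhibition of core106 dimerization signal | controls = wells lacking GST-core106 and wells with excess unlabelled core106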
ZTA DNA inh: counter-screen for EBNA-1 inhibitors: inhibitors of Epstein-Barr virus ZTA. P03206. ZTA-DNA binding, fluorescence polarization. 0.15% of 320,000 active. inhibition, % at 11 µM; in the data active = inhibition above about 33%
CR mimetic SO: lowers age-related superoxide in aged yeast cells; S. cerevisiae aged cells, superoxide DHE fluorescence; stronger effect = lower value; superoxide response (% of plate mean), % at 10 µM; 0.18% of 330,000 active; AID 2690;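 active = superoxide response under a set limit, about three screen SD below normal, cut at about 65% in these data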;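 note: yeast aged for seven days with compound at 30 °C before DHE staining; 100% = average MFI of all compound-treated wells on the plate with controls excluded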
GASC-1 inh: inhibitors of human GASC-1 (JMJD2C) demethylase; GST-JMJD2C(1-420) H3K9me3 demethylation, DELFIA europium; inhibition, % at 2.35 µM; 0.069% of 330,000 active; AID 2099;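 active = more than half of a compound's replicate wells show inhibition beyond 50%, single wells judged on their own value; inconclusive = some, but no more than half, of replicates pass 50% inhibition; inactive = no replicate passes 50% inhibition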;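 note: signal counts dimethyl H3K9 product captured on neutravidin plate; 0% = median of DMSO wells and 100% = 0.3 times that DMSO median; strong numbers were not always called active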
Target sequence (Q9H3R0 1-420 limits assumed): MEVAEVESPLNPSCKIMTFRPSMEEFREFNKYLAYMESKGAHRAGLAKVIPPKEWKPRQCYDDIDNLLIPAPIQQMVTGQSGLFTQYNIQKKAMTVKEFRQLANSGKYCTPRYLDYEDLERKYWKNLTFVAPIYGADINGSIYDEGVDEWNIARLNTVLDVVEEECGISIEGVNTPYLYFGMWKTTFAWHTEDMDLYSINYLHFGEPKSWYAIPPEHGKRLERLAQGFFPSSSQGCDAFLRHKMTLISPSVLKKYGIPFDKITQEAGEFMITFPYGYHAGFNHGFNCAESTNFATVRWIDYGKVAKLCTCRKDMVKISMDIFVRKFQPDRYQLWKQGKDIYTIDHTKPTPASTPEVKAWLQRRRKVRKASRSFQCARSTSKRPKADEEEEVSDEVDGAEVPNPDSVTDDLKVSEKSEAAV
* = called active by the depositor; u = inconclusive; x = no result given. Hits appear at their usual frequency; about 3.1% have a hit in one of these screens.

SMILES	PP1 inh	TPT1 inhibitor	EBNA-1 inh	PP5 inh	Fh CTSL1 inh	HCV core dimer	ZTA DNA inh	CR mimetic SO	GASC-1 inh
Cc1ccc(OCC(=O)Nc2cccc3c2CCCC3)cc1C	6.1	6.5	13.8	2.9	3.9	6.8	14.2	89.7	-7.8
CCCc1nc(-c2cc3cc(C)ccc3[nH]c2=O)no1	0.8	-0.3	-4.1	0.0	-0.1	-4.0	-5.6	98.3	6.7
O=C(c1ccccc1)c1ccc(C(=O)N2CCN(c3ccccc3Cl)CC2)cc1	5.0	x	x	-0.1	x	x	0.5	103.8	-5.3
Cc1ccc(S(=O)(=O)N(C)C)cc1NC(=O)COC(=O)COc1ccc2c(c1)CCC2	-3.2	-1.1	3.8	0.3	-8.7	-1.6	3.9	102.5	-6.5
CCOC(=O)N1CCN(C(=O)C2CCCN(S(C)(=O)=O)C2)CC1 (centres undefined)	-2.3	-2.0	-3.6	3.3	-0.3	1.6	-0.7	90.3	-295.3
Cc1ccc(C(=O)COC(=O)CNC(=O)c2cccs2)cc1C	3.7	-3.4	1.9	0.9	-16.9	-7.4	-13.5	83.2	-1.0
Cc1cc(C)cc(-n2nnnc2SCC(=O)Nc2nc(-c3ccc(F)cc3)cs2)c1	5.0	-3.9	14.2	0.3	-3.2	8.3	-3.1	120.7	6.6
CCC(CC)C(=O)Nc1ccc(Cl)c(Cl)c1	1.8	-0.1	-14.2	-0.4	-4.4	4.0	-23.0	105.8	-17.6
O=C(OC1CCN(c2ncc(C(F)(F)F)cc2Cl)CC1)c1ccccc1	-4.7	-3.0	-7.0	-1.6	3.9	4.7	-2.8	90.0	0.8
C=CCNC(=S)NNC(=O)c1ccc([N+](=O)[O-])cc1	-2.1	-1.6	-11.2	-1.6	2.4	-2.5	6.2	110.3	-7.1
Cc1cnc(=O)[nH]c1SCc1cccc([N+](=O)[O-])c1	-0.9	1.8	-13.7	2.2	-8.0	-4.1	13.7	128.8	-22.4
COc1cc(C(=O)N2CCN(c3ccccc3F)CC2)ccc1OCC(=O)N1CCOCC1	-3.4	x	x	-4.2	x	x	18.1	100.5	0.4
Cc1ccnc(Nc2nc3ccccc3s2)n1	-4.9	-2.2	4.1	2.9	-0.9	-1.1	2.6	100.3	4.1
O=C(/C=C/c1cccc([N+](=O)[O-])c1)N1CC[C@@]2(O)CCCC[C@H]2C1	-1.1	-5.1	9.3	0.5	0.4	-6.3	1.5	86.9	2.2
O=C(OCC(=O)C12CC3CC(CC(C3)C1)C2)c1ccc(O)cc1O	-2.0	2.3	8.1	0.8	-2.3	4.7	12.6	112.3	1.5
C=C(C)Cn1c(CCCNC(=O)CCC)nc2ccccc21	-2.3	-1.4	3.5	1.5	3.4	0.8	1.8	98.0	-0.7
C=CCn1c(Cc2cccc3ccccc23)n[nH]c1=S	-2.4	-4.2	-4.9	-4.0	4.0	-14.6	-14.5	89.7	2.5
Cc1ccc(CSCC(=O)Nc2ccccc2F)cc1	0.2	-3.4	16.3	-0.8	-2.5	2.6	21.8	96.0	-15.0
COCCNC(=O)C(c1ccco1)N(C(=O)Cn1nnc2ccccc21)c1cccc(C)c1C (centres undefined)	-4.6	-1.4	3.3	3.5	4.6	-3.0	-14.9	96.1	u
COc1ccc(C(O)(C2CCCCC2)C(CN2CCOCC2)c2ccccc2)cc1 (centres undefined)	0.2	2.6	-13.1	3.0	3.5	-8.5	-19.2	90.4	0.3
Cc1ccc(NC(=O)C2CC(=O)N(C(C)c3ccccc3)C2)cc1 (centres undefined)	1.1	x	x	0.1	x	x	-7.0	88.3	-0.3
Cc1cc(N)n2nc(-c3ccccc3)c(-c3ccccc3)c2n1	0.7	-3.1	-4.6	3.0	0.7	-10.9	-3.1	105.6	-5.4
C1CCN(c2nc3nonc3nc2N2CCCCC2)CC1	-0.7	-0.3	-10.7	4.7	-1.0	-0.6	-18.3	84.9	-0.6
CCOC(=O)CN1CC23C=CC(O2)C(C(=O)NC2CCCC2)C3C1=O (centres undefined)	-7.9	-1.5	8.1	-1.1	2.5	-0.2	3.0	94.8	9.2
COC(=O)C(NC(=O)c1ccccc1)=C1CCCCC1	-2.7	1.7	1.2	-1.9	-2.3	2.9	7.4	96.4	49.4
Cc1nc(C)n(CC(O)COc2ccc3cc(Br)ccc3c2)n1 (centres undefined)	-4.1	-1.7	-0.5	3.7	-1.7	1.7	1.2	120.6	-3.7
COc1ccccc1C1C(C(N)=O)=C(C)Nc2nc(-c3ccc(Cl)cc3)nn21 (centres undefined)	-3.6	-3.3	11.9	1.1	-1.5	1.5	-1.2	102.8	9.0
Cc1cc2n(n1)C(c1sccc1C)Nc1ccccc1-2 (centres undefined)	-2.4	3.1	0.5	-0.1	1.3	-1.9	4.3	98.0	x
CCOc1ccc(OCCOCCN2CCOCC2)cc1	-0.9	-5.3	18.7	1.4	4.6	-0.3	-0.1	79.7	10.1
COc1ccc(N2CCN(C(=O)CNC(=O)c3ccccc3Cl)CC2)cc1	-0.3	-2.1	-6.4	-0.1	-4.3	-7.0	4.0	87.6	8.2
Cc1nnc(SC(C)C(=O)Nc2ccc3ccccc3c2)[nH]c1=O (centres undefined)	1.6	-4.5	-4.3	2.1	-3.0	-1.7	-0.8	89.8	-2.4
COc1ccc([C@H]2CC(=O)C=C(c3ccc(C)cc3)C2)cc1OC	3.4	x	x	3.2	x	x	-2.3	90.8	-5.2
CCc1ccc2[nH]c3nc(C)cc(C)c3c(=O)c2c1	-1.1	-1.7	9.2	-1.2	4.1	1.0	-8.3	110.6	-1.3
CCC(C)[C@H](NC(=O)N1CCCCC1)C(=O)OC (some centres undefined)	-2.0	-0.6	-0.9	-3.1	-3.1	-1.9	11.5	111.2	6.0
O=C(NCC1COCCO1)c1ccc2nc(Cc3cccc(Cl)c3)oc2c1 (centres undefined)	-3.1	-3.2	-0.7	1.7	0.6	-8.2	4.2	108.1	-25.3
CSCCC(NC(=O)COc1ccccc1)C(=O)N1CCN(c2ccccc2O)CC1 (centres undefined)	-0.5	2.2	-8.1	-0.5	-0.3	2.5	1.3	80.2	-0.3
O=C(OCCCc1cc2ccccc2c(=O)o1)c1ccco1	0.4	x	x	0.8	x	x	14.9	99.9	3.7
CC1C(=O)CCC1(C(=O)O)c1ccccc1 (centres undefined)	-2.9	-5.2	10.9	0.7	-4.2	-5.3	-24.9	99.9	-4.0
CCOC(=O)c1c(NC(=O)c2ccco2)sc2c1CCCCC2	-2.9	-1.1	1.4	2.3	-0.8	2.7	4.3	85.2	-19.4
Cc1onc(-c2ccccc2Cl)c1C(=O)N(C)CC(=O)Nc1ccc(F)c(F)c1F	-6.0	-2.8	2.8	-1.1	3.1	0.2	0.5	105.7	-2.1
Cc1nc(-c2cccc(S(=O)(=O)N3CCOCC3)c2)cs1	-1.6	-1.6	7.0	1.7	-5.8	2.0	6.3	94.0	8.4
O=C(O)c1ccccc1C(=O)N1CCN(c2ccccc2)CC1	-3.0	-5.8	4.1	-1.5	-2.2	-6.7	-12.2	99.7	7.3
Cc1ccc(C)c(-c2nnc(NC(=O)C3=COCCO3)o2)c1	4.1	-2.3	3.7	-0.8	-0.9	-7.5	-8.1	89.4	3.5
O=C1CSC(c2ccc([N+](=O)[O-])cc2)N1c1ccc(O)cc1 (centres undefined)	3.3	-6.5	-2.6	2.0	-0.9	-11.2	-19.3	92.0	-2.1
CC(C)N(C(=O)/C=C/c1cccc([N+](=O)[O-])c1)C(C)C	-1.3	-2.2	1.9	-0.1	-3.2	-10.9	-16.2	124.3	-43.1
Cc1c(/C=N/O)c2ccccn2c1C(=O)c1ccc(F)cc1	-0.1	1.3	-19.0	1.2	2.4	-9.4	-9.7	102.3	-20.8
Cc1ccccc1N1CCN(S(=O)(=O)c2nnc(NC(=O)CC(C)C)s2)CC1	0.8	-1.3	15.3	2.3	1.6	13.8	0.8	109.6	-2.7
Cn1c(=O)c2c(nc(SCCN3CCCCC3)n2Cc2ccc(Cl)cc2)n(C)c1=O	-2.5	1.2	-4.0	0.6	0.2	0.6	-3.4	91.6	0.5
CC(NC(=O)CSc1nc2ccccc2c(=O)n1CCCO)c1ccccc1 (centres undefined)	3.1	0.8	9.5	2.6	-0.1	-0.7	11.1	106.3	-3.4
CCOC(=O)c1ccc(NC(=O)Nc2cc(C)on2)cc1	-3.9	-1.0	5.3	-1.6	4.1	3.2	18.1	110.5	9.5
COC(=O)[C@@H](NC(=O)NCc1ccc(F)cc1)C(C)C	-2.3	-0.4	3.2	-0.8	-1.3	-2.9	-0.5	90.0	-18.4
COc1ccc(-c2c(C(=O)O)c(C(=O)O)c3n2CCC3)cc1	0.0	0.5	2.1	0.5	-0.2	11.8	4.0	102.8	-7.0
CCC1(C)Nc2ccccc2C(=O)N1O (centres undefined)	-4.6	1.5	6.7	-1.2	-2.6	-6.4	6.3	101.5	3.5
CN(C(=O)CSc1nnc(C2CC2)n1-c1ccccc1)C1CCS(=O)(=O)C1 (centres undefined)	-3.5	x	x	1.9	x	x	-7.5	95.2	1.6
O=C(Nc1ccc(Cl)cc1Cl)c1ccc2ncsc2c1	-0.9	1.6	0.9	1.4	-1.6	-8.4	-9.7	92.8	-2.4
Cc1[nH]c2ccc3ncccc3c2c1C	-3.8	-3.3	-3.3	1.9	1.0	-8.2	10.4	91.9	5.4
O=C1N=C(N2CCCCC2)S/C1=C\c1ccncc1	-1.0	2.0	2.0	-0.4	-0.3	-1.5	7.7	100.2	-7.5
CC(=O)c1ccc(NC(=O)C(C)OC(=O)C(C)Oc2cccc(C)c2)cc1 (centres undefined)	-2.6	-4.0	0.9	3.7	-0.8	-6.6	-16.1	97.0	5.7
O=C(CN1C(=O)C2C3CCC(C3)C2C1=O)Oc1ccc2ccccc2c1 (centres undefined)	0.6	2.5	-6.7	2.4	6.6	-4.4	-7.8	78.0	9.2
CC(=O)N(c1ccc(Cl)cc1)c1c[nH]c2ccccc12	-3.9	1.8	-6.6	1.4	2.1	-5.5	10.7	100.9	u

3 entries out of the list above, ordered by the value under PP5 inh, descending:
Molecule	PP5 inh
Cc1ccccc1N1CCN(S(=O)(=O)c2nnc(NC(=O)CC(C)C)s2)CC1	2.3
CC(=O)N(c1ccc(Cl)cc1)c1c[nH]c2ccccc12	1.4
COc1ccc(-c2c(C(=O)O)c(C(=O)O)c3n2CCC3)cc1	0.5

Remaining list, next part
SMILES	PP1 inh	TPT1 inhibitor	EBNA-1 inh	PP5 inh	Fh CTSL1 inh	HCV core dimer	ZTA DNA inh	CR mimetic SO	GASC-1 inh
Cc1ccc(-c2noc(-c3c(C)noc3C)n2)cc1	-3.1	-3.4	13.1	0.4	0.1	-3.3	-2.6	93.7	-3.2
CN(C(=O)c1cccc(C#N)c1)c1nnc(-c2ccccn2)s1	4.7	0.6	-1.1	0.5	-3.4	-7.3	-9.0	109.2	10.5
CC1CCc2[nH]c3ccc(C(=O)N(C)CC(=O)Nc4ccccc4C(F)(F)F)cc3c2C1 (centres undefined)	2.9	-1.0	-6.5	2.5	0.7	5.7	0.2	111.4	15.8
CN(C)CCn1cnc2c1c(=O)[nH]c(=O)n2Cc1ccccc1	-0.3	-2.4	-9.5	0.4	-2.6	-1.9	14.3	99.9	-7.8
